Bioassay records (PubChem)
PKA-R1A act = activates the PKA-R1A holoenzyme complex | P00514+P68181 | PKA-R1A dissociation, Cy5-IP20 fluorescence polarization; scaled: DMSO 0%, 113 µM cGMP 100% | activation, % at 11.4 µM | actives 0.083% (n = 340,000) | AID 504707;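 active means percent activation above the mean of all tested compounds plus 3 SD, cut at about 19% in these data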;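 further: higher means more PKAc released from R1A so a rise in polarization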
MOR-DOR inv ag = inverse agonist of human OPRM1-OPRD1 heterodimerization; inhibition, % at 9.3 µM; cell-based MOR-DOR heterodimer luminescence, inverse agonism; P35372+P41143; AID 504357; actives 0.21% (n = 340,000); in the data active means inhibition above about 22%, passing the limit was not always enough;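 further: 0% = cells with DMSO and 100% = wells without cells with DMSO; values of inactives mirror those of a sister screen read the other way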
phage Ecoli inh = E. coli growth loss with phage present; growth absorbance; inhibition, % at 11.9 µM; actives 0.26% (n = 360,000); in the data active means inhibition above about 11%
Mot1-301 SUMO = SUMOylation pathway inhibition by Mot1-301 growth rescue; actives 1% (n = 320,000); AID 2716; growth rescue, % at 18.8 µM; S. cerevisiae Mot1-301 growth rescue, ATP luminescence, 38.5C; percent above DMSO median, 100 means doubled;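 active means every valid replicate shows activation above 250% relative to neutral control wells; inactive means the rest, any valid replicate at or below 250%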;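 further: OY570 slx delta 5 strain wells were the positive control but not used for scaling; some compounds called inactive have numbers as strong as hits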
AddAB inh = less growth of phage-infected E. coli with AddAB | E. coli expressing H. pylori AddAB, absorbance growth | inhibition, % at 11.9 µM | actives 0.29% (n = 330,000) | AID 435030; in the data active means inhibition above about 12%;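 further: 0% = vehicle wells of infected cells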
Ecoli viability = reduces bacterial viability in AddAB counter-screen. E. coli V3065 growth, OD600 absorbance, 18 h. inhibition, % at 11.9 µM. actives 0.27% (n = 330,000);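 active means inhibition above the campaign's mean inhibition across all tested compounds plus 3 SD, cut at about 9.9% in these data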;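 further: uninfected addAB+ strain grown without phage in ampicillin broth; 0% = DMSO wells and 100% = ciprofloxacin 0.95 µg/ml wells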
PfHsp90 yeast 2 = growth inhibition of yeast expressing Plasmodium Hsp90 | S. cerevisiae expressing PfHsp90, BacTiter-Glo ATP, 48 h; yeast lacking PDR1 and PDR3 efflux regulators | inhibition, % at 9.4 µM | actives 0.32% (n = 310,000);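 active means every replicate shows inhibition above about 80%, whatever the replicate mean, limit read from the data; inconclusive means mean inhibition reaches the set limit but some replicate falls short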;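 further: 0% = DMSO neutral controls and 100% = 20 µM radicicol positive controls; yeast relying on Plasmodium falciparum Hsp90 in place of its own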
Tat transport = blocks Tat-dependent protein export in E. coli; E. coli MC4100 TorA-mCherry Tat export, fluorescence; inhibition, % at 10 µM; AID 488895; actives 0.036% (n = 340,000);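 active means mean replicate inhibition at least 50% and at least half of replicates individually reaching 50%; inconclusive means only one of the two criteria met; inactive means neither criterion met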;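 further: exported cargo escapes ClpAP degradation while cytoplasmic cargo is degraded and loses fluorescence; 0% = median of neutral control wells and 100% = median of NaSCN control wells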
HTR5A inv ctr = inverse agonist of human HTR5A in OPRM1-OPRD1 counter-screen; P47898; HTR5A cell line, luminescence, inverse agonism; inhibition, % at 9.3 µM; actives 0.083% (n = 340,000); in the data active means inhibition mostly above about 23%, no sharp cut-off; inactive means mostly below about 18%;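 further: 0% = cells with DMSO and 100% = no-cell wells with DMSO; some compounds called inactive have numbers as strong as hits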
Target sequence (P47898 whole entry, looked up): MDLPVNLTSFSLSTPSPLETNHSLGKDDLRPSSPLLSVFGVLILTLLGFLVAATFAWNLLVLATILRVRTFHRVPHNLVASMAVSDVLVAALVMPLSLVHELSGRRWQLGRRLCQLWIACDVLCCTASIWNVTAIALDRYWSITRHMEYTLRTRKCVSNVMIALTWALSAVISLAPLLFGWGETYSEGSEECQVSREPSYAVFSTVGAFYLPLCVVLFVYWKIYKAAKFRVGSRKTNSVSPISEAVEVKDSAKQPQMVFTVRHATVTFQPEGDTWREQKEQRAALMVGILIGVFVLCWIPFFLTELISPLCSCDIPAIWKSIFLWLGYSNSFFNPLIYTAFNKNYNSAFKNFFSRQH
OPRM1-OPRD1 ag = agonists of human mu-delta opioid receptor heterodimerization; P35372+P41143; cells, OPRM1-OPRD1 heterodimerization, luminescence; actives 0.3% (n = 340,000); activation, % at 9.3 µM; in the data active means activation above about 18%;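 further: 0% = vehicle-treated cells and 100% = reference agonist; values of inactives mirror those of a sister screen read the other way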
PKA-R2B act = activators of human PKA-R2B complex; P22694+P31323; PKA-R2B holoenzyme dissociation, Cy5-IP20 fluorescence polarization; R2B truncated from residue 108, S112A mutant; 0% DMSO only, 100% 113 µM cGMP; activation, % at 11.4 µM; actives 0.079% (n = 340,000);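 active means activation above a cutoff set at the mean over all compounds plus 3 SD, cut at about 18% in these data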;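 further: higher means more holoenzyme dissociation and a rise in polarization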
Target sequence (P31323 whole entry, looked up, other chains not shown, the tested form may be a part): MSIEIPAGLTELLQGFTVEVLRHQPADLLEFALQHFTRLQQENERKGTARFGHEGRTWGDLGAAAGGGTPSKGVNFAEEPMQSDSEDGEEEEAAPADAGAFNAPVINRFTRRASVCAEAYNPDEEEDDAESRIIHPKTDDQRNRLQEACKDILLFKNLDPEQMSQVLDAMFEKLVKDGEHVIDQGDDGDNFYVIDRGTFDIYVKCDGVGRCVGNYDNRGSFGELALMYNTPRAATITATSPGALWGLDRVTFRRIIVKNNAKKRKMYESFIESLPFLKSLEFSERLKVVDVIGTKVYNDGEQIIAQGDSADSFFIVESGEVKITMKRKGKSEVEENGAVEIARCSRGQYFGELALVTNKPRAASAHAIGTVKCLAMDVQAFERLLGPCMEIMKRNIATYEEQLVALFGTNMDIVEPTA
Numbers without * were called inactive; ? = inconclusive; · = not tested or not shown.

nr	SMILES	PKA-R1A act	MOR-DOR inv ag	phage Ecoli inh	Mot1-301 SUMO	AddAB inh	Ecoli viability	PfHsp90 yeast 2	Tat transport	HTR5A inv ctr	OPRM1-OPRD1 ag	PKA-R2B act
1	CC(Sc1n[nH]c(N)n1)c1nc2scc(-c3cccs3)c2c(=O)[nH]1 (stereo unspecified)	1	15	1.4	13	3.7	-0.2	-23	-4	-1	-3.0	7
2	O=C(CSc1nnc(SCc2ccccc2)s1)N/N=C/c1ccc(C(=O)O)cc1	-4	12	0.6	5	1.9	-0.9	-9	7	-6	-2.4	-10
3	O=C(COC(=O)/C=C/c1ccc(OC(F)F)cc1)Nc1ccc(S(=O)(=O)N2CCCC2)cc1	-16	-4	1.0	12	-1.1	0.8	-5	5	5	0.6	-3
4	Cc1cc(NC(=O)COC(=O)C2=COCCO2)c([N+](=O)[O-])cc1C	5	-1	-0.7	18	1.7	-2.5	47	-6	3	0.2	1
5	O=C(CCN1C(=O)C2C3C=CC(C3)C2C1=O)Nc1c(F)cc(F)cc1Br (stereo unspecified)	7	11	3.3	-11	0.9	0.2	13	-2	3	-2.5	0
6	COc1ccc(N(CC(=O)NC(C)c2ccccc2)S(=O)(=O)c2ccc(C)cc2)cc1 (stereo unspecified)	-3	-23	0.2	19	1.5	0.1	-38	18	-3	3.6	-4
7	COCC(=O)Nc1nnc(Cc2ccc(OC)c(OC)c2)s1	1	14	2.9	-24	3.3	1.9	·	-1	-2	-2.4	-1
8	CC(OC(=O)c1cccs1)C(=O)NCc1ccc2c(c1)OCO2 (stereo unspecified)	-5	7	2.8	9	0.3	-2.2	-8	-10	16	-1.4	-1

New compounds follow.
nr	SMILES	PKA-R1A act	MOR-DOR inv ag	phage Ecoli inh	Mot1-301 SUMO	AddAB inh	Ecoli viability	PfHsp90 yeast 2	Tat transport	HTR5A inv ctr	OPRM1-OPRD1 ag	PKA-R2B act
9	O=C(NCCc1ccccc1)/C(=C\c1ccccc1)NC(=O)c1ccco1	10	11	-0.6	-16	3.4	-0.8	9	-3	0	-2.2	4
10	COc1ccccc1CNC(=O)COC(=O)c1cc([N+](=O)[O-])ccc1N1CCOCC1	3	12	-0.4	68	1.7	0.9	22	-1	11	-2.4	8
11	CCn1c(SCC(=O)Nc2cccc(C)c2)nc2c(c1=O)SC(C)C2 (stereo unspecified)	-1	10	1.8	9	0.6	1.7	17	7	-21	-2.0	-4
12	CCN(CC)S(=O)(=O)c1ccc2c3c(cccc13)C(=O)S2	0	-10	-1.1	25	0.7	2.7	21	0	-10	1.7	-3
13	Cn1cnnc1SCC(=O)Nc1ccc(Cl)cn1	0	-2	7.4	115	0.8	0.5	-3	-2	3	0.4	-6
14	Cc1cc(Cl)ccc1-n1c(-c2cccnc2)n[nH]c1=S	-5	15	0.1	2	0.9	-0.8	6	-2	27	-3.0	6
15	COc1ccc(O)c(C(=O)c2cnn(C(=O)c3cccc(S(=O)(=O)N4CCOCC4)c3)c2)c1	-5	10	4.1	1	5.1	-2.2	3	-14	-1	-2.2	-1
16	Cc1nc(-c2cccc(NC(=O)c3ccco3)c2)cs1	-10	8	1.7	17	·	·	1	4	5	-1.1	-9

The listing continues:
nr	SMILES	PKA-R1A act	MOR-DOR inv ag	phage Ecoli inh	Mot1-301 SUMO	AddAB inh	Ecoli viability	PfHsp90 yeast 2	Tat transport	HTR5A inv ctr	OPRM1-OPRD1 ag	PKA-R2B act
17	CCOC(=O)c1c(C)[nH]c(C(=O)CN2CC(C)OC(C)C2)c1C (stereo unspecified)	-9	12	1.4	3	1.9	-0.2	32	-11	9	-2.1	-2
18	CCN1C(=O)/C(=C/c2cn(-c3ccccc3)nc2-c2cccnc2)SC1=S	12	14	3.0	·	·	·	-11	-7	1	-2.7	4
19	COc1cccc(CNc2nccs2)c1O	-7	9	1.6	-14	-0.5	2.2	-5	-5	-5	-1.7	-2
20	N#Cc1c(SCC(=O)Nc2nccs2)nc2c(c1-c1ccco1)CCCC2	1	-22	2.5	116	0.5	-0.8	-7	4	-13	3.8	-7
21	CCCCN1C(=O)c2ccc(C(=O)Nc3cccnc3)cc2C1=O	4	-19	1.6	-6	2.1	-0.4	-6	19	9	3.2	-5
22	COC(=O)C(C)Oc1ccc2c(c1)O/C(=C\c1cccc(Br)c1)C2=O (stereo unspecified)	1	15	0.6	10	-0.5	-2.1	6	-5	-9	-3.0	-6
23	Cc1nc2ccccc2n1CC(=O)N/N=C\C=C\c1ccccc1	-6	·	3.1	90	3.4	2.4	·	8	·	·	-9
24	Cc1ccc(N(CC(=O)NC(C)(C)C)C(=O)CS(=O)CC(=O)Nc2ccc(F)cc2)cc1 (stereo unspecified)	6	-3	1.7	194	4.8	1.3	-41	-3	10	0.7	0

(listing goes on)
nr	SMILES	PKA-R1A act	MOR-DOR inv ag	phage Ecoli inh	Mot1-301 SUMO	AddAB inh	Ecoli viability	PfHsp90 yeast 2	Tat transport	HTR5A inv ctr	OPRM1-OPRD1 ag	PKA-R2B act
25	O=C1/C(=C/c2cccs2)SC(=S)N1CCCC(=O)N(CCO)c1ccccc1	-14	-8	0.8	65	4.2	-1.5	6	2	8	1.1	-7
26	C=CCn1c(C(C)NC(=O)CC)nc2ccccc21 (stereo unspecified)	-12	18	2.0	395	0.7	2.9	-5	5	-24	-3.9	1
27	COc1ccc(NC(=O)CN2C(=O)CC(C)(C)S(=O)(=O)c3ccccc32)cc1	0	3	4.4	-1	1.3	-0.9	-3	3	0	-0.7	-5
28	S=c1[nH]nc2c3c4c(sc3ncn12)CCCC4	-4	5	0.9	-2	2.9	0.7	-46	-2	-14	-0.9	-4
29	O=C(NC(CSC(=O)c1ccccc1)C(=O)O)OCc1ccccc1 (stereo unspecified)	18	9	1.8	·	·	·	-6	9	-6	-1.9	-3
30	CCCOc1ccc(CN2CCOCC2)cc1OC	-8	14	3.2	123	-1.9	-0.1	-4	2	1	-2.8	-12
31	CCNC(=O)c1cccc(NC(=O)CN2C(=O)NC3(CCCCC3)C2=O)c1	-4	13	1.5	·	·	·	-3	5	1	-2.6	-19
32	C=CCn1c(SCC(=O)N(CCO)CCO)nc2sc3c(c2c1=O)CCC3	2	3	2.2	395	0.5	0.5	-6	-3	-35	-0.7	10

(cont.)
nr	SMILES	PKA-R1A act	MOR-DOR inv ag	phage Ecoli inh	Mot1-301 SUMO	AddAB inh	Ecoli viability	PfHsp90 yeast 2	Tat transport	HTR5A inv ctr	OPRM1-OPRD1 ag	PKA-R2B act
33	CC(C)S(=O)(=O)C1=NSC2=NC(=O)/C(=C\c3ccc(-c4cccc(C(=O)O)c4)o3)C(=N)N21	6	16	2.9	·	·	·	1	?	8	-3.1	-10
34	COc1cc([N+](=O)[O-])ccc1NC(=O)COC(=O)c1c[nH]c(=O)[nH]c1=O	-5	15	0.8	0	0.1	-0.7	2	-8	11	-2.9	-2
35	COc1ccc2nc(NC(=O)c3ccccc3O)sc2c1	12	8	3.4	-13	3.9	2.7	12	-16	-5	-1.5	-9
36	CCC(C)[C@H](NC(=O)N1CCCCCC1)C(=O)O (stereo partly specified)	2	7	-3.2	144	1.6	2.8	-2	-2	3	-1.4	3
37	Cc1cccc(C)c1NC(=O)C(=O)NCc1ccccn1	-6	14	1.1	-2	0.9	-0.1	-14	-12	1	-2.7	7
38	O=C1C=C(NC2=CC3OC(c4ccccc4)OCC3OC2=O)CCC1 (stereo unspecified)	3	-16	3.6	106	3.9	0.5	0	3	15	3.0	2
39	O=C(Cn1cc(C(F)(F)F)ccc1=O)Nc1cc(S(=O)(=O)N2CCOCC2)ccc1Cl	6	5	0.4	-9	2.6	0.1	4	-9	15	-0.9	0
40	COc1ccc(S(=O)(=O)Nc2ncccn2)cc1	-2	13	1.9	-9	1.8	0.4	8	-1	-2	-2.8	9

Continued:
nr	SMILES	PKA-R1A act	MOR-DOR inv ag	phage Ecoli inh	Mot1-301 SUMO	AddAB inh	Ecoli viability	PfHsp90 yeast 2	Tat transport	HTR5A inv ctr	OPRM1-OPRD1 ag	PKA-R2B act
41	CC(C)c1nc(CNC(=O)CCc2nnc(-c3ccsc3)o2)cs1	3	12	1.4	-6	4.0	0.4	7	2	10	-2.2	9
42	Cc1ccc(S(=O)(=O)NC(C)C(=O)NC2CC2)cc1 (stereo unspecified)	-6	0	1.0	-1	·	·	-15	1	12	0.0	-6
43	Cc1ccc(-n2nnnc2SCC(N)=O)c(C)c1	-17	9	2.7	5	-0.4	-2.9	·	-1	3	-1.7	-5
44	COc1cccc(C2C(C(=O)c3cc4ccccc4o3)=C(O)C(=O)N2CCN(C)C)c1OC (stereo unspecified)	-8	-8	1.6	16	3.2	-1.3	-43	1	-15	1.7	-10
45	COC(=O)C1(Cc2cc(-c3cccnc3)no2)CCN(C(=O)OC(C)(C)C)CC1	-12	0	1.3	18	1.3	-2.6	9	-1	13	-0.1	-7
46	CC(O)CNc1nc2c(c(=O)n(Cc3ccc(Cl)c(Cl)c3)c(=O)n2C)n1C (stereo unspecified)	-12	2	3.1	7	2.1	-2.9	-15	6	4	-0.3	-6
47	CCOC(=O)N1CCN(C(=O)c2cccc(OC)c2OC)CC1	7	8	1.1	-9	1.5	2.5	6	2	-18	-1.4	8
48	O=C(c1ccc(Cl)cc1)N1CCc2ccccc21	-16	9	0.7	-7	-1.8	1.3	1	19	11	-1.9	-5
49	CC1CCCN(S(=O)(=O)c2ccc(C(=O)Nc3nnc(-c4ccccn4)o3)cc2)C1 (stereo unspecified)	-3	4	4.3	57	0.0	-2.8	-18	-9	13	-0.6	-21
50	O=C(CN1CCN(c2ccccc2)CC1)Nc1ccc(F)cc1	-12	7	-0.2	13	-1.7	1.1	1	-4	-2	-1.6	5
51	CC1(C)Oc2ccc(C(=O)N3CCCCC3)cc2N(CC(=O)NCc2ccccc2)C1=O	-9	-6	0.3	-16	-0.4	-1.9	2	1	-15	1.1	-4

3 compounds already listed, ordered by SMILES length, largest number first:
nr	SMILES	PKA-R1A act	MOR-DOR inv ag	phage Ecoli inh	Mot1-301 SUMO	AddAB inh	Ecoli viability	PfHsp90 yeast 2	Tat transport	HTR5A inv ctr	OPRM1-OPRD1 ag	PKA-R2B act
45	COC(=O)C1(Cc2cc(-c3cccnc3)no2)CCN(C(=O)OC(C)(C)C)CC1	-12	0	1.3	18	1.3	-2.6	9	-1	13	-0.1	-7
47	CCOC(=O)N1CCN(C(=O)c2cccc(OC)c2OC)CC1	7	8	1.1	-9	1.5	2.5	6	2	-18	-1.4	8
50	O=C(CN1CCN(c2ccccc2)CC1)Nc1ccc(F)cc1	-12	7	-0.2	13	-1.7	1.1	1	-4	-2	-1.6	5
